Bioassay records from PubChem.
Pf growth 96h = P. falciparum growth inhibition at 96 hour, primary screen for plastid delayed-death inhibitors. P. falciparum luciferase reporter growth, 96 h. Potency, µM (top dose mostly 28.7 µM), for inactives: at the top dose activity change, negative = inhibition, most hits filed as inhibitors. actives 6.9% (n = 320,000); further: potency means the concentration at half of the fitted maximal effect; on the % scale 0 is the no-effect control and ±100 the full control effect
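P. falciparum expressing integrated firefly luciferase grown in erythrocytes (2% hematocrit, 0.05% parasitemia final) with compounds for 96 hours at 37 C, 5% CO2. Growth inhibition read as loss of luminescence after adding luciferase detection reagent.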
TbPYK inhibitor = inhibitors of Trypanosoma brucei pyruvate kinase | Q57TT1 | TbPYK enzyme, Kinase-Glo Plus ATP luminescence, 45 min | Potency, µM (highest dose often 76.8 µM), for the others: at the highest dose activity, negative = inhibition, most hits filed as inhibitors | actives 0.12% (n = 410,000) | AID 624173; further: potency means the concentration at half of the fitted maximal effect; on the % scale 0 is the no-effect control and ±100 the full control effect; nearly all actives have a fitted effect of over 50% in size
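Luminescent Kinase-Glo Plus end-point after 45 min room-temperature reaction of T. brucei pyruvate kinase started with 130 uM ADP (final). Buffer TEA 50 mM pH 7.2 with KCl, MgCl2, BSA, Tween-20; titration-based qHTS with fitted concentration-effect curves.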
Pf growth 48h = P. falciparum growth inhibition at 48 hours (one generation) | P. falciparum luciferase growth in erythrocytes, 48 h | Potency, µM (highest dose often 28.7 µM), for the others: at the top dose activity change, negative = inhibition, actives largely listed as inhibitors | actives 5.9% (n = 310,000) | AID 504832; further: potency means the concentration at half of the fitted maximal effect; on the % scale 0 is the no-effect control and ±100 the full control effect
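Firefly luciferase activity from engineered P. falciparum reports growth; inhibitors lower the luminescent signal. Cultures contained 2% hematocrit erythrocytes at 0.1% final parasitemia.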
AmpC inh no detg = blocks E. coli AmpC beta-lactamase in detergent-free assay. AmpC nitrocefin hydrolysis, absorbance 480 nm, 0.0001% Triton. Potency, µM (series often up to 57.1 µM), without a hit: at the highest dose activity change, negative = inhibition, most hits filed as inhibitors. actives 0.52% (n = 330,000);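 further: potency means the concentration at half of the fitted maximal effect; plate controls were no compound for no effect and no enzyme for full effect; nearly all actives have a fitted effect of over 20% in size; some results filed as inactive show a strong effect at the top dose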
Target sequence (P00811 whole entry, looked up): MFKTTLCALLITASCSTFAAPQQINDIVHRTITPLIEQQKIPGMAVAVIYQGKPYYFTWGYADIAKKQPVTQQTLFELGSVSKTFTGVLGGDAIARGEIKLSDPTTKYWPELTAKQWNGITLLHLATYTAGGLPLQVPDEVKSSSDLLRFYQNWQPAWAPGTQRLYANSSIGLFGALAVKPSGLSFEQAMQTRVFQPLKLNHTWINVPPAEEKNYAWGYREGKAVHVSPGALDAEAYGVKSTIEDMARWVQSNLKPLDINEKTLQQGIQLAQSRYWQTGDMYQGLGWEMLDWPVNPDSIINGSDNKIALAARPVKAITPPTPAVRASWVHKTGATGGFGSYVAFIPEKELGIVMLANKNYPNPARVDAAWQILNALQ
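20 mM phosphate pH 7.0 + 0.01% (detergent screen) or 0.0001% Triton X-100; 5.3 nM AmpC reagent; cpd preinc 15 min RT; nitrocefin (800 uM stock) to start; A480 q20 s × 4 min; Activity was normalised to no-enzyme and no-compound control wells.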
Shiga inhibitor = inhibitors of Shiga toxin in Vero cells; Vero cells, Shiga toxin protein synthesis inhibition reporter; inhibition, % at 38.7 µM; actives 9.2% (n = 290,000); AID 2315; in the data active means inhibition mostly above about 28%, no sharp cut-off; inactive means mostly below about 43%; further: 0% is about no effect
CHX counter = counter-screen for Shiga toxin inhibitors: cycloheximide protein synthesis inhibition. cell reporter, cycloheximide protein synthesis inhibition counterscreen. max response, %. actives 12% (n = 300,000); in the data active means max response mostly above about 13%, no sharp cut-off; inactive means mostly below about 14%; further: read at 38.3 µM for the half of the compounds with a filed dose; 0% is about no effect
LmPK inhibitor = blocks Leishmania mexicana pyruvate kinase activity; actives 0.37% (n = 290,000); purified LmPK, Kinase-Glo ATP luminescence, 1 h; Potency, µM (titrated, usually from 57.5 µM), for inactives: at the top dose activity change, negative = inhibition, most hits filed as inhibitors; AID 1721; Q27686; further: potency means the concentration at half of the fitted maximal effect; on the % scale 0 is the no-effect control and ±100 the full control effect
Target sequence (Q27686 whole entry, looked up): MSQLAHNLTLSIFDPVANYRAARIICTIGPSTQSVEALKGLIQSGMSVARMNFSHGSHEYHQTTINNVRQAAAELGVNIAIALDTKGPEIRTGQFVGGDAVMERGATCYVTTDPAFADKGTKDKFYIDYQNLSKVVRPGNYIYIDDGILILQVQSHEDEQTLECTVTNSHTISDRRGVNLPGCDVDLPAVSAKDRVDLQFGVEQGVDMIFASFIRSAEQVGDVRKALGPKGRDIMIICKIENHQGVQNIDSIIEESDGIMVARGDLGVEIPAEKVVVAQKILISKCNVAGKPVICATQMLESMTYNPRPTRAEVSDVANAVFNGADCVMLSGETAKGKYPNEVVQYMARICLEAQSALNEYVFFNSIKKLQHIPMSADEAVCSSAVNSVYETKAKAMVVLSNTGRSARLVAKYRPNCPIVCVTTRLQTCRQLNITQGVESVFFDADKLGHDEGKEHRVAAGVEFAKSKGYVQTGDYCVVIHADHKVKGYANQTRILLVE
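Pyruvate kinase activity monitored as ATP production (luciferase luminescence). Conditions: 0.1 nM enzyme, 0.5 mM PEP, 0.1 mM ADP, 1 h, RT; normalized against uninhibited and no-enzyme wells.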
* hit, by the source's call; i = inactive; ? = inconclusive; nt = no result given; [ ] = dose if it differs, or a comment. Unless noted, the call rests on the fitted dose curve; in most records, active means well fitted curve in the direction sought with a large enough effect; inconclusive means small, poorly fitted or top-dose-only effect, or another doubt; inactive means no such curve, though single readings can be large; an effect the other way counts as inactive or inconclusive.

SMILES	Pf growth 96h	TbPYK inhibitor	Pf growth 48h	AmpC inh no detg	Shiga inhibitor	CHX counter	LmPK inhibitor
O=C(Nc1nnc(CCN2CCOCC2)s1)c1ccccc1	49%[activator]	nt	nt	-21%	2	-2	-8%
CCOC(=O)c1c(C)nc2ccccc2c1C	nt	2%	28%	-2%	15	25*	4%
COc1ccc(CN2CCc3nc(Nc4ccccc4)ncc3C2)c(OC)c1OC	nt	-5%	nt	nt	4	12	nt
CN1CC(=O)N(CC(=O)Nc2cccc(S(=O)(=O)N3CCOCC3)c2)C1=O	?	3%	7%	-6%	-1	4	7%
O=C(Nc1cccc([N+](=O)[O-])c1)c1ccc2nsnc2c1	13µM*	-1%	4%	-38%	27	17	-2%
O=C(Cc1ccccc1)NCC(=O)Nc1cccc(Br)c1	?	2%	10%	-25%	-2	7	1%
O=c1[nH]cccc1-c1nc2ccccc2n1Cc1ccc(F)cc1	24%	12%	9%	-8%	18	7	3%
O=C(Nc1ncc2c(n1)-c1ccccc1CC2)c1ccccc1	49%[activator]	13%	31%[activator]	-13%	63*	20*	-1%
Cc1cc(C(=O)N/N=C/c2ccc(N(C)C)o2)cs1	0%	?	-7%	-7%	18	3	-16%
CS(=O)(=O)N1CCc2cc(C(=O)N3CCCC3)ccc21	?	3%	-6%	16%	-13	9	1%
COC(=O)C1=C(c2ccc(-c3ccccc3)c(F)c2)C[C@@H]2CC[C@H]1N2C(=O)NCc1ccco1	?	2%	?	28%	nt	nt	nt
COCCCNc1nc2ccccc2nc1NS(=O)(=O)c1cccc(C)c1	18%	-2%	?	-21%	-9	7	-5%
CCOC(=O)c1cccc(C(=O)OCC)n1	3%	3%	11%	-28%	-13	-1	-4%
CCCc1nnc(NS(=O)(=O)c2ccccc2)s1	0%	-13%	34%[activator]	-14%	-7	-4	4%
CCN(CC)c1ccc(CNc2ccc(Br)cn2)cc1	?	-3%	18%	-27%	88*	33*	-1%
CCOC(=O)c1c(O)c2cc(Cl)ccc2n(CC)c1=O	?	10%	-20%	-23%	13	4	3%
COC(=O)COn1c(SC(C)C)nc2ccccc2c1=O	nt	-6%	6%	5%	-14	-2	4%
CC(C)CN(C(=O)C1=NN(c2ccccc2)C(=O)CC1)c1c(N)n(Cc2ccccc2)c(=O)[nH]c1=O	43%[activator]	-2%	49%[activator]	-21%	nt	nt	nt
CCN(CC)CC(=O)Nc1cccc2c1C(=O)c1ccccc1C2=O	-22%	-15%	19%	-13%	-9	1	2%
CC(=O)Nc1ccc(Nc2c3ccccc3nc3ccccc23)cc1	-19%	1%	?	-8%	-32	-10	-2%
CC1O[C@@H]2O[C@](O[C@H](C)CC[C@@H](C)O)(c3ccccc3)O[C@@H]2C[C@H]1O (stereo partly drawn)	83%[activator]	-6%	-2%	-5%	nt	nt	nt
COc1cccc(CNC(=O)CN(C)S(=O)(=O)c2ccc3c(c2)CC(C)N3C(C)=O)c1 (stereo not drawn)	?	0%	?	33%	-7	-4	3%
O=S(=O)(NCCO)c1cccc2cccnc12	5%	4%	nt	-15%	-13	-5	0%
O=c1[nH]ncn1-c1ccccc1C(F)(F)F	26%	-2%	-6%	-6%	-6	-2	0%
COCc1cc(C)n(CC(=O)Nc2ccccc2C(=O)OC)c(=O)c1C#N	nt	3%	-6%	-19%	-19	10	0%
COc1ccc(NC(=O)CSc2cc(C(=O)c3nccn3C)c3ccccc3n2)cc1	4%	-16%	-22%	47%	-12	-3	4%
CC(=O)Nc1ccc(NS(=O)(=O)c2ccc3ccccc3c2)cc1	?	?	nt	-25%	30	-3	2%
CCCOc1ccc(C(=O)Nc2ccc(CN3CCOCC3)cc2)cc1	?	-9%	-45%	4%	13	6	-8%
Cc1ccc2nc(SC(C)C(=O)NCc3ccco3)[nH]c2c1 (stereo not drawn)	64%[activator]	-6%	103%[activator]	-23%	11	15	4%
Cc1ccc(C(=O)OCc2nnc(-c3ccccc3)o2)cc1S(=O)(=O)N1CCOCC1	1%	1%	-7%	57%	nt	nt	nt

A second format for part of the listing above:
canonical_smiles | Pf growth 96h | TbPYK inhibitor | Pf growth 48h | AmpC inh no detg | Shiga inhibitor | CHX counter | LmPK inhibitor
CC(=O)Nc1ccc(Nc2c3ccccc3nc3ccccc23)cc1 | -19% | 1% | ? | -8% | -32 | -10 | -2%
CC1O[C@@H]2O[C@](O[C@H](C)CC[C@@H](C)O)(c3ccccc3)O[C@@H]2C[C@H]1O (stereo partly drawn) | 83%[activator] | -6% | -2% | -5% | nt | nt | nt
COc1cccc(CNC(=O)CN(C)S(=O)(=O)c2ccc3c(c2)CC(C)N3C(C)=O)c1 (stereo not drawn) | ? | 0% | ? | 33% | -7 | -4 | 3%

Next section.
SMILES	Pf growth 96h	TbPYK inhibitor	Pf growth 48h	AmpC inh no detg	Shiga inhibitor	CHX counter	LmPK inhibitor
CCN(CCCNC(=O)COc1cc(=O)n(C)c2ccccc12)c1cccc(C)c1	55%[activator]	0%	?	110%[activator]	16	2	5%
COc1cc(-c2[nH]ncc2CN2CCN(Cc3cccs3)CC2)cc(OC)c1OC	?	-2%	?	10%	-2	-2	2%
CCCN(CCC)S(=O)(=O)c1cccc(C(=O)Nc2ccc3c(c2)OCO3)c1	?	3%	nt	-32%	-20	9	-3%
Cc1cccc(COc2ccc(/C=C3/C(=O)N(C)C(=S)N3C)cc2)c1	-16%	-15%	-14%	-27%	nt	2	-1%
Cc1ccc(S(=O)(=O)N2CCC(=O)N(CCOC(=O)NCc3ccccc3)CC2)cc1	-18%	-8%	10%	56%	-3	1	1%
COc1ccccc1NC(=O)c1cc(-c2ccc(OC)c(OC)c2)nc2ccccc12	-21%	2%	?	-7%	-2	0	5%
CCCCOC(=O)NC1CCS(=O)(=O)C1 (stereo not drawn)	?	-1%	nt	-13%	-17	-2	-7%
Cc1onc(-c2ccccc2)c1C(=O)N1CCN(CCc2ccccc2)CC1	nt	1%	?	151%[activator]	23	9	3%
COc1ccc(C(C(=O)NC2CCCCC2)N(Cc2ccco2)C(=O)c2ccccn2)c(OC)c1 (stereo not drawn)	163%[activator]	-1%	-26%	75%[activator]	-9	-11	8%
C/C(CC1CC(COCC(C)C)OC1=O)=N\NC(N)=S (stereo not drawn)	8%	3%	8%	-17%	1	-4	-2%
CC(C)C(NC(=O)C1CCCCC1)C(=O)Nc1ccccn1 (stereo not drawn)	14%	-7%	3%	-3%	-10	-2	0%
C#CCn1c(S(=O)(=O)Cc2ccccc2Cl)nc(-c2ccccc2)c1-c1ccccc1	?	4%	8.3µM*	4.5µM*	-5	6	5%
Cc1cccc(NC(=S)NCc2ccco2)n1	?	-9%	-10%	-27%	-13	15	3%
COC(=O)/C=C1\SC(=NC(=O)c2cccc([N+](=O)[O-])c2)NC1=O	?	-8%	0%	-33%	-7	-2	11%
Clc1cccc(/C=N/Nc2ncnc3ccccc23)c1	?	-15%	-75%	-4%	62*	35*	-7%
COc1cc(/C=N/NC(=O)COc2ccccc2C)ccc1OC(=O)c1cccs1	48%[activator]	3%	-1%	-17%	0	-6	1%
Cc1ccccc1C(=O)NCC(=O)OC(C)C(=O)Nc1cccc(S(=O)(=O)N2CCOCC2)c1 (stereo not drawn)	5%	-15%	3%	10%	nt	nt	nt
COc1cc2c(cc1OC)C1(Nc3c-2c(-c2ccccc2)nn3-c2ccccc2)C(=O)Nc2ccccc21 (stereo not drawn)	175%[activator]	-5%	nt	1%	-16	-1	6%
COc1ccc(N2CCN(CC(=O)NCc3ccccc3)CC2)cc1	13%	-10%	42%[activator]	78%[activator]	-9	4	3%
Cc1cc(C)c(S(=O)(=O)NCC(CCC(=O)O)C(F)(F)F)c(C)c1 (stereo not drawn)	?	-2%	-1%	-8%	-5	0	15%
Cc1ccc(NC(=O)c2ccc(C)c(NC3=NC4CS(=O)(=O)CC4S3)c2)cc1C (stereo not drawn)	16%	-2%	5%	-11%	-3	-3	-1%
C=CCOc1ccc(/C(O)=C2/C(=O)C(=O)N(CCCn3ccnc3)C2c2cccs2)cc1 (stereo not drawn)	?	4%	50%[activator]	-20%	137*	49*	7%
CN(CCC#N)C(=O)COC(=O)[C@H](Cc1ccccc1)N1C(=O)c2ccccc2C1=O	21%	-2%	39%[activator]	74%[activator]	5	-3	5%
COc1ccc(C(=O)NC(C)c2nccs2)cc1OC1CCN(C(C)C)CC1 (stereo not drawn)	?	0%	?	-27%	-1	-1	-3%
Nc1ccc(S(=O)(=O)NCC(=O)OCCOc2ccccc2)cc1[N+](=O)[O-]	7%	4%	2%	-27%	nt	nt	nt
CC1CCN(S(=O)(=O)c2ccc(C(=O)N(C)C3CCS(=O)(=O)C3)cc2)CC1 (stereo not drawn)	-7%	2%	2%	-6%	nt	nt	nt
Cc1[nH]c2ccccc2c1/C=N/NC(=O)c1cccc([N+](=O)[O-])c1	4%	2%	0%	-26%	2	5	0%
CC(C(=O)OCC(=O)Nc1ncc(Cl)cc1Cl)N1C(=O)c2ccccc2C1=O (stereo not drawn)	nt	-9%	3%	-10%	33	-2	7%
CC(C)(C)C(=O)N1N=C(c2cccc(NS(C)(=O)=O)c2)CC1c1cccs1 (stereo not drawn)	0%	0%	?	-26%	2	2	3%
Cc1ccc(-c2c(C(=O)N/N=C/c3ccsc3)nnn2-c2nonc2N)cc1	?	0%	?	-42%	-14	-2	9%

2 entries from above, with values under each structure.
Order of results – Pf growth 96h	TbPYK inhibitor	Pf growth 48h	AmpC inh no detg	Shiga inhibitor	CHX counter	LmPK inhibitor
Cc1ccc(C(=O)OCc2nnc(-c3ccccc3)o2)cc1S(=O)(=O)N1CCOCC1
→ 1%	1%	-7%	57%	nt	nt	nt
CCN(CCCNC(=O)COc1cc(=O)n(C)c2ccccc12)c1cccc(C)c1
→ 55%[activator]	0%	?	110%[activator]	16	2	5%

Additional compounds
SMILES	Pf growth 96h	TbPYK inhibitor	Pf growth 48h	AmpC inh no detg	Shiga inhibitor	CHX counter	LmPK inhibitor
O=C(NNS(=O)(=O)c1ccc(F)cc1)C1CCCCC1	?	4%	10%	-8%	-10	-1	1%
CCN(CC)S(=O)(=O)c1cccc(NC(=O)/C=C/c2cccc([N+](=O)[O-])c2)c1	-15%	14%	21%	-28%	10	-2	-4%
Cc1ccnc(NS(=O)(=O)c2ccc(NC(=O)c3ccccc3F)cc2)n1	?	5%	5%	-22%	nt	-3	-6%
CCn1c(SCC(=O)N/N=C/C=C/c2ccco2)nc2ccccc21	-1%	-13%	29%	-36%	16	7	2%
CCN(CC(=O)Nc1ccc(OC)cc1)C(=O)c1ccc(N2C(=O)CCC2=O)cc1	-12%	-7%	-3%	-6%	nt	nt	nt
CC(=O)c1ccc(C(=O)N2CCC(n3nccc3NC(=O)C3CC3)CC2)cc1	-24%	6%	-17%	-5%	-16	-1	-4%
COc1ccc(F)c(CN2CCC(N3CCC(C(=O)N4CCOCC4)CC3)CC2)c1	22%	-8%	3%	0%	-5	-3	0%
Cc1cccc(C2=NN(c3ccccc3)[C@@H](C(=O)N3CCOC3=O)[C@@H]2C)c1	nt	5%	nt	8%	i	5	nt
CCOC(=O)C1CCCN(c2nnnn2-c2ccccc2)C1 (stereo not drawn)	30%	2%	0%	10%	28	9	-3%
